Rtt109 Vps75 = C. albicans Rtt109 histone acetyltransferase inhibition; Q5AAJ8; 330,000 compounds, 0.16% hits; AID 540336; inhibition, % at 34.9 µM; purified Rtt109/Vps75, ThioGlo CoA-SH fluorescence, 4 h;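 active = inhibition of at least 50% in every replicate; inconclusive = best replicate reaches 50% inhibition but some replicates fall short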
Target sequence (Q5AAJ8 whole entry, looked up): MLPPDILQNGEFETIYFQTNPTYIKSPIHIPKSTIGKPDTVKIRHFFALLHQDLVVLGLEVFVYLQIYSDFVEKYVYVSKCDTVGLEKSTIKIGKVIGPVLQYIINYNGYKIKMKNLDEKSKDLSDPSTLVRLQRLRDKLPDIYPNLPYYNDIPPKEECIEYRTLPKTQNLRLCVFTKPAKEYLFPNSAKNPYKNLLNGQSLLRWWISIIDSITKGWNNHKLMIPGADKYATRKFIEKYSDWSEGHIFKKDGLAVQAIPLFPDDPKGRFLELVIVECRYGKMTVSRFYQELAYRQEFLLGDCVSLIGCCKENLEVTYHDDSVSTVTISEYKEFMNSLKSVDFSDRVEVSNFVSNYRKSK
MITF TRPM1 HTS = increases MITF-driven TRPM1 promoter luciferase signal; AID 588334; SK-MEL-5 TRPM1-promoter luciferase, 24 h; % of positive control, neutral wells = 0; 300,000 compounds, 0.75% hits; activation, % at 12.5 µM;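 active = mean activation of at least 80% with every replicate also reaching 80%; inconclusive = mean reaches 80% but some replicate falls short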;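 also: 0% = neutral control wells and 100% = parthenolide positive control wells; values of inactives mirror those of a sister screen read the other way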
SR-BI DiI inh = inhibitors of mouse SR-BI mediated HDL lipid uptake | ldlA[mSR-BI] CHO cells, DiI-HDL uptake fluorescence, 3 h | 320,000 compounds, 0.96% hits | inhibition, % at 12.5 µM | AID 488896 | Q61009;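 active = mean replicate inhibition of at least 70% and a set share of replicates each scoring 70 or more; inconclusive = meets just one of the two criteria; inactive = fails both criteria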;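 also: 0% = median of neutral control wells and 100% = median of positive control wells; values of inactives mirror those of a sister screen read the other way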
Wnt bcat act = Wnt/beta-catenin pathway activation; Wnt/beta-catenin reporter cell assay, activator, plate reader; activation, % at 9.35 µM; 300,000 compounds, 1.2% hits; in the data active = activation above about 30%, passing the limit was not always enough; inconclusive = no clear call, values can overlap the other calls;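 also: 0% = neutral control wells and 100% = positive control wells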
CDK5 inh = CDK5/p35 (human) kinase inhibition; Q00535+Q15078; Recombinant CDK5/p35, ADP-Glo luminescence, 60 min; inhibition, % at 10 µM; 330,000 compounds, 0.01% hits;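 active = highest replicate inhibition of at least 50% and at least 75% of replicates reaching 50%; inconclusive = only one of the two criteria met; inactive = both criteria failed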;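 also: plate controls were DMSO neutral control for no effect and GW8510 at 10 µM for full effect; many of its hits are not listed in these tables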
Target sequence (Q00535 whole entry, looked up): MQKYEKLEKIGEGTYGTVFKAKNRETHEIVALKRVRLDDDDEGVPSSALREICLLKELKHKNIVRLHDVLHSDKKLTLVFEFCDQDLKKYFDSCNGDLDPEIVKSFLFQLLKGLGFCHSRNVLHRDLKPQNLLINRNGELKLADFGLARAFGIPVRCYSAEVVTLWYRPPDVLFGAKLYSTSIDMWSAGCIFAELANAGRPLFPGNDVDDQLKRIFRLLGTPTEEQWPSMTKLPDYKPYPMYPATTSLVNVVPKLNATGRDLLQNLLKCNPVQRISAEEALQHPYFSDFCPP
Target sequence (Q15078 whole entry, looked up): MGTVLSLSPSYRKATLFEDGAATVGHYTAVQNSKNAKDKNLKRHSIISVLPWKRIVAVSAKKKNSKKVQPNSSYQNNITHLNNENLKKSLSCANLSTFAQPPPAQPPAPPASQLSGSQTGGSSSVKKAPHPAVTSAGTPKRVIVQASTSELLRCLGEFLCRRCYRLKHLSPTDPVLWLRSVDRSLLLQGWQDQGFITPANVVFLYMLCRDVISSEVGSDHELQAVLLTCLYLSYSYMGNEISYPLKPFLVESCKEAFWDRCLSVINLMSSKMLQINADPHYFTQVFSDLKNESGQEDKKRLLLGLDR
HTR5A ag ctr = counter-screen for OPRM1-OPRD1 agonists: human HTR5A agonism. HTR5A agonist assay, luminescence, cell-based. 340,000 compounds, 0.61% hits. activation, % at 9.3 µM; in the data active = activation mostly above about 9.5%, no sharp cut-off; inactive = mostly below about 7.6%;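 also: 0% = cells with vehicle only and 100% = reference agonist; strong numbers were not always called active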
SR-BI uptake up = SR-BI HDL lipid transfer activation | activation, % at 12.5 µM | 320,000 compounds, 0.096% hits | CHO ldlA[mSR-BI] cells, DiI-HDL uptake fluorescence, 3 h; 100 = double the neutral-control signal;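 active = mean replicate activation of at least 60% and every replicate at or above 60%; inconclusive = mean or all-replicate condition met, but not both; inactive = mean below 60% and not all replicates reaching 60%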;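 also: 0% = median plate neutral-control signal and 100% = twice that signal; values of inactives mirror those of a sister screen read the other way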
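Test system: SR-BI-overexpressing, LDLR-lacking CHO cells; Medium: Ham's F12 with 0.5% BSA, HEPES 25 mM, pH 7.4; Schedule: 3 h, 37 °C; Technique: bottom-read fluorescence, 550/595 nm.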
PvdQ acylase = P. aeruginosa PvdQ acylase inhibition; purified PvdQ acylase, fluorescence plate reader; AID 488965; 340,000 compounds, 0.063% hits; inhibition, % at 10 µM; in the data active = inhibition above about 30%, passing the limit was not always enough; inconclusive = no clear call, values can overlap the other calls;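 also: 0% = vehicle neutral wells and 100% = reference inhibitor wells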
dFosB activator = enhances mouse delta FosB homodimer DNA binding | P13346 | activation, % at 25 µM | 340,000 compounds, 0.99% hits | purified delta FosB, TAMRA-CDK5 oligo fluorescence polarization; percent of positive-control signal above neutral wells;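 active = mean activation above about 17%, with every replicate also reaching it, limit read from the data, passing the limit was not always enough; inconclusive = only one of the two conditions met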;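 also: fluorescence polarization rise as delta FosB binds a TAMRA Cdk5 AP-1 oligo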
RTF Ca sens act = cardiac RTF calcium sensitization; 340,000 compounds, 0.24% hits; IANBD-labeled TnC RTF fluorescence at EC20 calcium; 0% EC20 calcium, 100% full calcium; activation, % at 7.2 µM; AID 493008; P19429+P45379;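 active = activation above the mean over all tested compounds plus 3 SD, cut at about 30% in these data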;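 also: rise in fluorescence read as greater calcium sensitivity of cardiac thin filaments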
* hit, by the source's call; ? = inconclusive; . = not tested or not shown.

SMILES	Rtt109 Vps75	MITF TRPM1 HTS	SR-BI DiI inh	Wnt bcat act	CDK5 inh	HTR5A ag ctr	SR-BI uptake up	PvdQ acylase	dFosB activator	RTF Ca sens act
Nc1cc(C(F)(F)F)ccc1C(=O)O	-1	7	-20	-3	-2.6	-4	20	-8	-6	7
Cc1ccc(C(C[N+](=O)[O-])Sc2ccc(N)cc2)cc1 (stereo not drawn)	-12	.	8	3	0.4	3	-8	10	1	-4
Cc1ccc(S(=O)(=O)c2c(C)nn(C(C)(C)C)c2OC(=O)c2ccco2)cc1	-7	15	28	.	-0.1	12*	-28	-2	2	-5
Cc1ccc(NC(=O)Cn2nnc(C(=O)NCc3ccccc3)c2N)cc1C	6	-9	-17	0	-0.2	7	17	-6	-1	-5
Cc1ccc(-c2csc(NC3OC(=O)c4ccccc43)n2)cc1 (stereo not drawn)	0	-32	-11	-1	-0.1	1	11	-13	0	1
CCCCCC(=O)NC(NC(=S)N1CCOCC1)C(Cl)(Cl)Cl (stereo not drawn)	-5	-5	.	.	-0.9	1	.	7	3	-1
[O-][n+]1onc2c1CCc1c-2nc(-c2ccccc2)n1OCc1ccccc1	-5	-19	80*	.	-1.8	0	-80	-27	-7	3
CCOc1ccc(C(C(=O)NCCC(C)C)N(CCO)C(=O)c2snc(C(N)=O)c2N)cc1 (stereo not drawn)	1	.	-2	-2	-2.4	1	2	-15	-10	4
CC1CN(C(=O)CCC(=O)NCc2ccc(Cl)cc2)c2ccccc2O1 (stereo not drawn)	13	.	10	-4	0.8	0	-10	9	-10	-5
CCOC(=O)c1ccc(S(=O)(=O)N2CCN(C(=O)c3cc4ccccc4o3)CC2)cc1	4	6	-4	1	2.3	-5	4	-5	12	-8
Cc1nc2cc(NCc3cccs3)ccc2n1C	1	91*	-20	25	0.4	4	20	-13	0	-2
Cc1coc2c(C)c3oc(=O)c(CCC(=O)NCCCN4CCOCC4)c(C)c3cc12	-4	9	12	-1	-1.1	-2	-12	-8	-18	6

The last 2 entries of the part above lead into the next.
SMILES	Rtt109 Vps75	MITF TRPM1 HTS	SR-BI DiI inh	Wnt bcat act	CDK5 inh	HTR5A ag ctr	SR-BI uptake up	PvdQ acylase	dFosB activator	RTF Ca sens act
Cc1nc2cc(NCc3cccs3)ccc2n1C	1	91*	-20	25	0.4	4	20	-13	0	-2
Cc1coc2c(C)c3oc(=O)c(CCC(=O)NCCCN4CCOCC4)c(C)c3cc12	-4	9	12	-1	-1.1	-2	-12	-8	-18	6
c1cc(CNCCN2CCNCC2)ccn1	4	-7	-20	-6	0.9	3	20	12	4	-3
C=CCn1c(SCC(N)=O)nc2sc3c(c2c1=O)CCC3	-1	.	-20	-1	-0.4	5	20	5	2	1
Cc1cc(C)cc(C(=O)NC(CC(N)=O)c2ccc(NCCN3CCOCC3)c([N+](=O)[O-])c2)c1 (stereo not drawn)	-5	8	-3	0	0.9	0	3	0	-5	-5
N#C/C(=C\c1ccccc1OCc1ccc(C(=O)O)cc1)c1ccccc1	4	-7	-13	1	1.4	2	13	8	3	2
CC(C)(C)c1ccc(C(=O)NNC(=O)c2cccc(Br)c2)cc1	-1	30	26	.	-0.1	4	-26	-12	6	-5
CCOC(=O)NC(Nc1ccc(OC)cc1)(C(F)(F)F)C(F)(F)F	2	2	-24	5	-0.7	1	24	-6	-1	0
CCC(c1nnnn1C1CCCCC1)N1CCN(C(=O)c2ccco2)CC1 (stereo not drawn)	3	-1	.	0	0.6	1	.	-8	-4	18
CCOCCCNC(=S)N1CCC(C(=O)c2ccc(C)cc2)CC1	-4	.	11	1	-0.6	2	-11	1	-4	-1
CC(=O)c1cccc(OCc2cc(C(=O)N3CCSCC3)no2)c1	-2	69	-10	?	0.7	-5	10	-17	3	-2
CC(=O)N1c2c(cc(Br)cc2S(=O)(=O)Nc2c(C)n(C)n(-c3ccccc3)c2=O)CC1C (stereo not drawn)	-5	7	-6	-1	0.5	-1	6	-8	-1	-6
COc1ccc(/C=N/n2c(=O)[nH]c3c([nH]c4ccc(Cl)cc43)c2=O)cc1CN1CCCCC1	-7	.	-16	-2	-4.8	0	16	-9	-2	4
Clc1ncnc2scc(-c3ccc(Br)cc3)c12	-2	-3	-11	-1	-1.5	2	11	-7	-10	-4
Cc1ccc(-c2cc(-c3ccc4c(c3)OCO4)c(C#N)c(N)n2)o1	1	.	16	-16	-1.4	1	-16	-16	-1	8
N#Cc1ccc(OCc2ccc(C(=O)O)o2)cc1	4	3	-15	1	-0.5	1	15	6	3	-4
Cc1cc(C)c2cc3c(ccn3C3OC[C@H](O)[C@H](O)[C@H]3O)cc2n1 (stereo partly drawn)	-73	-1	-16	2	1.4	-12	16	12	?	6
COc1cc(/C=C2/SC(=S)NC2=O)ccc1OS(=O)(=O)c1ccc(C)cc1	39	-5	2	.	1.4	-1	-2	-3	1	-3
Cc1cccn2c(=O)c3cc(C(=O)NCc4ccco4)c(=N)n(C4CCCCC4)c3nc12	-165	.	.	.	0.3	-4	.	-15	-6	11
CCCNc1nc2c(c(=O)[nH]c(=O)n2C)n1CCOc1ccccc1	-10	-5	4	4	-0.7	-3	-4	-18	0	-2
O=C(OCc1c(Cl)cccc1Cl)c1ccncc1	5	0	0	-1	.	-2	0	2	-5	-3
Cc1ccc(NC(=O)c2ccc(NCCN)c([N+](=O)[O-])c2)cc1	-3	18	47	-6	0.0	-4	-47	10	2	0
S=C(NC1CC1)N1CCCc2ccccc21	5	0	-3	26	-5.4	-2	3	-5	4	5
COC(C[C@H]1O[C@H]1C(=O)[C@@H](C)OCc1ccccc1)OC	-6	3	-12	2	-0.7	-1	12	-10	-4	2
COc1ccc(OC)c(NC(=O)c2nc3ccccc3s2)c1	-31	41	59	23	0.2	4	-59	2	5	3
CCOC(=O)c1c(C)cc(C)n2c1nc1ccccc12	-18	.	-6	0	1.0	5	6	3	11	-2
COc1ccc(C(=O)N2CCCC(CO)(Cc3ccccc3C)C2)o1 (stereo not drawn)	-5	-3	-1	1	-0.4	-5	1	-1	-3	-1
CCN1C(C)=C(C)S/C1=C1\SC(=S)N(NC(C)=O)C1=O	10	5	-8	-1	0.3	6	8	13	-9	-2
Cc1noc(C)c1COc1ccc(C(=O)N2CCCC(C(F)(F)F)C2)cc1 (stereo not drawn)	-1	-4	39	-1	0.3	1	-39	-13	-5	-2
COc1ccc(NC(=O)CCNS(=O)(=O)c2cccc3nonc23)cc1	12	-3	-7	-2	-0.6	0	7	8	-1	-6
CCOC(=O)CNC(=O)CSc1nnc(COc2ccc(Cl)cc2)n1CC	16	3	-31	-1	0.6	4	31	-6	-6	-3
CCOC(=O)c1cnn(-c2cccc(Cl)c2)c1N	15	.	12	10	-1.2	-2	-12	25	-2	-2
Cn1nnnc1SCC(=O)N1CCc2ccccc2C1	7	3	-25	5	-4.6	0	25	-8	-1	9
O=C1SCCc2c1n(Cc1ccccc1)c1ccccc21	0	19	38	.	-0.1	5	-38	2	-7	-5
CCOC(=O)c1cnc(SCC(=O)Nc2nnc(CC)s2)nc1N	-5	-13	-12	-1	0.5	-2	12	-13	-6	5
Cc1ccccc1-n1nc2c(c1NC(=O)C1CCCC1)CS(=O)(=O)C2	-1	-4	-12	-1	-2.9	-2	12	-14	0	2
Cc1ccc(CNCCCSc2ncccn2)cc1	0	15	-15	1	1.5	0	15	-16	3	-5
CCN(CCNC(=O)CS(=O)(=O)Cc1nc(-c2cccc(OC)c2)oc1C)c1ccccc1	-1	.	36	.	1.8	7	-36	-10	-9	3

Entries above that bear a hit mark in SR-BI DiI inh:
Structure	Rtt109 Vps75	MITF TRPM1 HTS	SR-BI DiI inh	Wnt bcat act	CDK5 inh	SR-BI uptake up	PvdQ acylase	dFosB activator
[O-][n+]1onc2c1CCc1c-2nc(-c2ccccc2)n1OCc1ccccc1	-5	-19	80*	.	-1.8	-80	-27	-7

(listing goes on)
SMILES	Rtt109 Vps75	MITF TRPM1 HTS	SR-BI DiI inh	Wnt bcat act	CDK5 inh	HTR5A ag ctr	SR-BI uptake up	PvdQ acylase	dFosB activator	RTF Ca sens act
Cc1ccc(-n2nc(C)c(C(=O)O)n2)c(C)c1	-4	0	-53	.	.	-2	53	-2	-13	-5
COc1ccc(NC(=O)CCSc2ccc(F)cc2)cc1	-3	?	.	23	1.4	0	.	-8	-3	0
Cc1[nH]c2ccc(F)cc2c(=O)c1SC(F)(F)C(F)F	0	-10	10	1	-1.3	4	-11	2	0	4
CCN1CCN(C(c2cccs2)C(C)NC(=O)c2cccc(OC)c2OC)CC1 (stereo not drawn)	1	11	-10	0	0.6	-3	10	2	5	-5
S=C(NCCOCCOCCNC(=S)Nc1ccccc1)Nc1ccccc1	12	13	38	-1	3.2	3	-25	-11	2	0
S=c1[nH]nc(CSCc2ccc(Cl)cc2Cl)n1-c1ccccc1	8	-10	2	.	-0.5	-6	-2	1	-18	3
Cc1c(OC(C(=O)O)c2ccccc2)ccc2c1oc(=O)c1ccccc12 (stereo not drawn)	5	2	-44	20	-6.6	0	44	-8	-14	0
COc1cc(OC)cc(C(=O)O/N=C(\N)c2cccc(C)c2)c1	1	52	63	5	2.8	6	-63	-21	-5	1
CNc1ncnc2c1cnn2C1CCCCO1 (stereo not drawn)	0	0	4	2	-1.5	-1	-4	-9	-1	-2
CCCCCn1c(=O)[nH]c2cc(C(=O)NCCCN3CCCCC3CC)ccc2c1=O (stereo not drawn)	11	2	.	-2	-1.6	4	.	-7	3	-9
O=C(CN1CCN(S(=O)(=O)c2ccc(F)cc2)CC1)NC1CCCC1	-6	8	-13	-2	-3.6	0	13	-13	-8	-1
O=C(COc1ccccc1)NC1CCCCC1	0	16	-13	5	0.7	-1	13	4	-2	4
COc1ccc(CCN2C(=O)CC(N3CCOCC3)C2=O)cc1 (stereo not drawn)	-1	-5	27	.	0.5	5	-27	-12	-11	-5
Cc1[nH]n(-c2nc(-c3ccc(Cl)cc3)cs2)c(=O)c1N=Nc1ccc(O)cc1	-2	-37	110*	-8	-0.2	.	-111	-4	-3	.
COc1ccc(/C=N\NC(=O)c2ccccc2OC)cc1COc1c(F)c(F)c(F)c(F)c1F	24	-19	-21	1	-1.4	4	21	8	-6	-5
O=C(CC(=O)Nc1ccc(F)cc1F)Nc1ccc(F)cc1F	-7	.	18	-1	1.0	3	-18	-18	-2	-3
N#Cc1ccccc1NC(=O)CSc1nnc(-c2ccccc2)n1-c1ccccc1	.	.	19	.	0.5	2	-19	11	-12	-2
O=C(Nc1ccc(F)cc1)/C(Cl)=C/c1ccccc1	-5	84*	23	18	0.0	-1	-23	-11	-5	3
COc1ccc2c(c1OC)C(=O)N(c1ccc(O)cc1)C2	-6	52	.	9	0.1	-2	.	-11	-1	5
CO/C([O-])=N/c1c[n+](-c2ccc(C)cc2)no1	10	19	-4	.	0.9	-1	4	5	7	-3
CCn1cnc2sc(C(=O)Oc3ccc(Br)cc3)c(C)c2c1=O	-11	53	-5	3	-1.0	.	5	-7	0	.
Cc1ccc(NCc2nnc3n2CCCCC3)cc1	3	5	7	1	8.8	4	-7	6	-3	4
